Hsp70 displacement: Hsp70 inhibitors, probe displacement, primary screen, biochemical, fluorescence polarization (AID 583). Heat shock 70 kDa protein 1A (Homo sapiens). Hsp70 fluorescence polarization probe displacement, mP; higher % means a stronger effect. displacement, % at 20 µM; hits with a dose series show IC50 in µM. 140,000 compounds, 0.06% hits; in the data active = displacement above about 50%;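 also: plate controls were vehicle for no effect and reference ligand for full effect; a part of the inactive calls stands beside numbers as strong as those of hits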
MKP-3 inhibition: MKP-3 phosphatase inhibitors, primary screen, biochemical, rat enzyme, in vitro (AID 425); Dual specificity protein phosphatase 6 (Rattus norvegicus); recombinant MKP-3 phosphatase activity, fluorescence; higher % means a stronger effect; inhibition, % at 20 µM, or IC50 in µM where a hit was titrated; 110,000 compounds, 0.17% hits; in the data active = inhibition above about 50%;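 also: plate controls were vehicle for no effect and reference inhibitor for full effect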
Active calls of the source: *; nt = no result given; & = joins results of further samples. The list is partial; rates above refer to the full screens.

Screens in order – Hsp70 displacement, MKP-3 inhibition
> CCN(CC)c1nc(OC)nc(-n2nnc(C(C)=O)c2C)n1
 : -1.6%, nt
> COc1cc(CN2CCN(C3CCCCC3)CC2)cc(OC)c1O
 : -3.3%, 1.9%
> COc1ccc(-n2nc3cc(C)c(NC(=O)c4cccc(Br)c4)cc3n2)cc1
 : 1.1%, 3.1%
> CC(NCC(O)COCc1cccs1)C1CC2CCC1C2 (stereo not given)
 : 8.9%, nt
> CS(=O)(=O)c1nc(-c2ccccc2)cc(-c2ccccc2)c1C#N
 : 1.9%, nt
> Cc1cc(NC(=O)c2ccc3c(c2)C(=O)N(CCC(C)C)C3=O)no1
 : 2.2%, -15.5%
> c1ccc2c(c1)[nH]c1c(N3CCSCC3)ncnc12
 : 5.1%, -6.9%
> COc1ccc(NC(=O)c2ccco2)cc1N
 : -1.4%, -7.0%
> Cc1ccc(N(C(=O)c2ccc3c(c2)OCO3)C2C=CS(=O)(=O)C2)cc1 (stereo not given)
 : -7.5%, 8.1%
> COc1ccc(C2CC(=O)C3=C(C2)Nc2ccccc2NC3c2ccc(SC)cc2)cc1OC (stereo not given)
 : -3.9%, 6.2%
> COc1ccc(CN=Cc2c(O)n(-c3cccc(Cl)c3)c(=O)[nH]c2=O)cc1
 : -4.9%, 0.0%
> O=C1CCCC2=C1C1(CCCC1)N=C(Nc1nc3ccccc3o1)N2
 : -3.8%, -3.2%
> Cc1cc(-n2c(C)cc(C(=O)CN3C(=O)NC4(CCCCC4C)C3=O)c2C)no1 (stereo not given)
 : 22.0%, 1.5%
> COc1ccccc1N1CCN(CCc2n[nH]c(=S)n2-c2ccccc2)CC1
 : -2.3%, 0.5%
> CCC1CCCCN1c1nc(-c2cccc(OC)c2O)nc2ccccc12 (stereo not given)
 : -5.2%, -2.8%
> Cc1cc(OCC(=O)Nc2ccc(S(=O)(=O)N3CCN(C)CC3)cc2)cc(C)c1Cl
 : 4.8%, -4.6%
> Cc1ccc2c(c1)N(CC(=O)c1cccc(Cl)c1)C(=O)C(C)O2 (stereo not given)
 : 4.6%, 0.5%
> CCc1nc(SCC(=O)Nc2cc(C)on2)c2c(C)c(C)sc2n1
 : 3.4%, -4.4%
> CCc1c(C)sc(NC(=O)c2cc(-c3ccco3)on2)c1C#N
 : -0.4%, 5.6%
> CCC1(C)Cc2ccccc2-c2nc(NCCO)[nH]c(=O)c21 (stereo not given)
 : 9.2%, nt
> CCOC(=O)N1CCC(NC(=O)Cn2c3c(c(-c4ccccc4Cl)cc2=O)CCC3)CC1
 : 1.0%, -4.4%
> Cc1csc(NC(=O)CSc2nnnn2C)n1
 : -2.7%, nt
> CCOC(=O)c1c(C)[nH]c(C(=O)COC(=O)c2cnc(C)cn2)c1C
 : -2.5%, -9.7%
> COc1ccc(OCc2nc(N)nc(Nc3ccc(C)cc3)n2)cc1
 : -1.0%, nt
> COc1ccc(OCc2ccc(C(=O)Nc3ccccc3C(=O)O)cc2)cc1
 : -1.2%, 0.4%
> COC(=O)c1ccccc1NC(=O)c1cnn2c(C(F)F)cc(C3CC3)nc12
 : 7.5%, -11.1%
> S=C(NCCSCc1ccccc1Cl)Nc1ccccc1
 : -2.9%, 7.6%
> CC1(C)CC(=O)c2c(O)cc(O)cc2O1
 : 4.6%, -3.3%
> CC(C)c1cc(C(C)C)c(S(=O)(=O)N2CCNCC2)c(C(C)C)c1
 : 3.8%, 2.9%
> Cc1cccc(-c2nnc(NC(=O)Nc3ccc(Cl)c(Cl)c3)s2)c1
 : -1.8%, -5.6%
> CC(C)(C)c1cc(C(C)(C)C)c2nc(-c3ccccc3O)oc2c1O
 : -3.3%, -4.7%
> Fc1ccc(-c2nn3c(C4COc5ccccc5O4)nnc3s2)cc1 (stereo not given)
 : -6.9%, -5.5%
> COc1ccc(NC(=O)CSc2nnc(CN3CCOCC3)n2-c2ccccc2)cc1Cl
 : -1.8%, -14.3%
> CN1CCN(c2cc(=O)n(-c3ccc(Cl)cc3)c(=O)[nH]2)CC1
 : 5.6%, -6.0%
> COc1ccc(N2C(=O)CC(Cc3ccccc3)C2=O)cc1 (stereo not given)
 : 2.5%, -15.5%
> O=C1c2ccccc2-c2onc3c(Cl)cc(Sc4ccccc4)c1c23
 : 1.0%, 3.9%
> Cc1cc(C)cc(-c2nnc(SCC(=O)NCc3cccs3)o2)c1
 : 3.8%, 0.9%
> CC1OC23CCCCC2C(C#N)(C(=N)O3)C1(C#N)C#N (stereo not given)
 : -4.2%, nt
> Cc1ccc(C(C)C)c(OCCNC(=O)Cc2cccc3ccccc23)c1
 : 2.5%, -0.5%
> COc1ccccc1C(=O)Nc1ccc2c(c1)Cc1ccccc1-2
 : 0.2%, -0.7%
> CCOc1cc(/C=N/Nc2nncn2N)cc(I)c1O
 : 4.6%, 8.6%
> Cc1cc(NC(=O)c2cnn3cccnc23)n(-c2ccccc2)n1
 : 1.5%, -5.3%
> CC(C)Oc1ccc(/C=N/N=C/c2ccc(OC(C)C)cc2)cc1
 : -3.2%, 3.9%
> CCOC(=O)CC(/C(C)=N\O)c1ccccc1 (stereo not given)
 : -1.3%, -0.7%
> Cc1ccc(/C=N/n2c(C)nnc2C)cc1
 : 3.3%&3.9%, -6.2%&-1.8%
> Cc1ccccc1NCc1ccccc1O
 : -1.1%, 5.8%
> Cc1cccc(N2CCN(C(=O)C3CCN(S(=O)(=O)c4cccc5cccnc45)CC3)CC2C)c1 (stereo not given)
 : 1.5%, -4.5%
> O=C(CSc1nnc(-c2cnccn2)n1Cc1ccco1)Nc1ccc(Br)cc1
 : 2.7%, -11.7%
> Cc1nc(CC(=O)Nc2nc(C(C)(C)C)cs2)cs1
 : 9.6%, -1.6%
> O=C(Nc1ccccc1Oc1ccccc1)C1CC1
 : 2.7%, -14.6%
> Cc1cc(C)nc(-n2nc(C)c(C3(O)C(=O)Nc4ccc(F)cc43)c2N)n1 (stereo not given)
 : -4.5%, -11.0%
> CC(NC(=O)C1CCN(c2nnc(-n3cccc3)s2)CC1)C12CC3CC(CC(C3)C1)C2 (stereo not given)
 : 4.0%, -5.8%
> CC(C)CC(=O)N1CCN(Cc2c[nH]c3ccccc23)CC1
 : -5.9%, 0.5%
> O=C(Nc1ccc(Oc2ccccc2)cc1)c1ccco1
 : -1.4%&6.3%, -9.0%&-2.4%
> COC1CCCCC1Nc1ccc(C)c(C)c1 (stereo not given)
 : 11.1%, nt
> CCCCOC(=O)c1ccc(NC(=O)C2CCCO2)cc1 (stereo not given)
 : -1.0%, 3.9%
> COc1ccc(OC)c(N(CC(=O)Nc2cccc(C(F)(F)F)c2)S(C)(=O)=O)c1
 : -0.8%, -1.8%
> CC(C)C(NC(=O)C12CC3CC(CC(C3)C1)C2)C(=O)N/N=C/c1ccccc1C(F)(F)F (stereo not given)
 : 1.8%, 2.7%
> CC(=O)OCCNC(=O)c1cccnc1
 : -4.1%, nt
> CC(=O)C1=C(O)C(=O)N(c2cc(C(C)(C)C)on2)C1c1ccc(Br)cc1 (stereo not given)
 : 5.7%, 1.3%

(more compounds)
Screens in order – Hsp70 displacement, MKP-3 inhibition
> O=C1c2oc3ccc(F)cc3c(=O)c2C(c2ccncc2)N1CCN1CCOCC1 (stereo not given)
 : -3.7%, -1.4%
> Cc1ccccc1-n1ncc2c([N+](=O)[O-])cc([N+](=O)[O-])cc21
 : 2.8%, nt
> Cc1c(C(=O)NCCCN2CCOCC2)sc2ncnc(N3CCN(c4ccccc4)CC3)c12
 : 9.9%, 0.7%
> CC(=O)N1c2ccccc2C(=O)OC1c1cccnc1 (stereo not given)
 : 4.2%, -7.0%
> CCN(CC)CCCN(Cc1cc2cc3c(cc2[nH]c1=O)OCCO3)C(=O)Nc1ccccc1
 : 4.5%, -2.7%
> O=C(Cn1c(=O)n(Cc2ccco2)c(=O)c2ccccc21)NCC1CCCO1 (stereo not given)
 : 4.9%, -2.7%
> COc1ccc(F)cc1S(=O)(=O)N1CC(C)CC(C)C1 (stereo not given)
 : 2.3%, nt
> CC(OC(=O)CN1C(=O)NC(C)(C)C1=O)C(=O)c1ccccc1 (stereo not given)
 : -3.8%, nt
> COc1ccc(/C=C2\C(=O)ON=C2C)cc1
 : 4.1%, 1.2%
> Cc1nc2nc(-c3ccco3)[nH]n2c(=O)c1Cc1ccccc1
 : nt, -8.6%
> O=C(Cn1cccc1)Nc1ccc(OC(F)(F)F)cc1
 : 2.6%, 7.7%
> O=C1CC(c2cccs2)Cc2nc(NCC3CCCO3)ncc21 (stereo not given)
 : 7.5%, -1.1%
> COc1ccc(N(C(C)C(=O)O)S(C)(=O)=O)cc1 (stereo not given)
 : 0.7%, 4.0%
> Cc1ccc(-c2noc(CCC(=O)NCC3CCCO3)n2)cc1 (stereo not given)
 : 1.9%, nt
> CCOC(=O)C1=C(C)N=c2s/c(=C\C(=O)OC)c(=O)n2C1c1ccc(OC)cc1 (stereo not given)
 : 1.4%, -12.2%
> COc1ccc2[nH]c(=O)c(CN(C(=O)c3cccnc3)c3ccccc3OC)cc2c1
 : -3.1%, 10.1%
> CNc1oc(-c2ccccc2)nc1C#N
 : -2.3%, -1.0%
> CCc1cc(=O)oc2cc(C)cc(OC(C)C(=O)O)c12 (stereo not given)
 : 2.7%, -7.9%
> COc1ccc(N=Cc2sccc2C)c([N+](=O)[O-])c1
 : 0.4%, -1.6%
> COc1cnc(N(C)C)nc1Sc1ccc(Cl)cc1
 : 4.0%, nt
> Cc1c(C#N)c2ccccc2n1CC(=O)NCC1CCCO1 (stereo not given)
 : 4.7%, -15.0%
> Cc1ccc2c(c1)N(C(=O)CSc1nncn1C)C(C)(C)c1ssc(=S)c1-2
 : 0.2%, 5.9%
> Cc1n[nH]c(C)c1CCCCCOc1ccc(F)cc1
 : 5.0%, -1.7%
> CCc1ccc(NCCC(=O)c2ccc(Cl)c(Cl)c2)cc1
 : -1.0%, 0.3%
> O=C(CSc1nc2ccccc2c(=O)n1-c1ccccc1)Nc1ccc(F)cc1
 : 4.8%, 4.4%
> COc1ccc(S(=O)(=O)n2nnc3ccccc32)cc1OC
 : 3.8%, -1.3%
> C/C(=N\NC(N)=O)C1(C)CCCCC1
 : 4.8%, nt
> Cc1ccc(C(=O)O)cc1S(=O)(=O)N1CCC(C(=O)O)CC1
 : 1.3%, -4.7%
> O=S(=O)(CCSc1nc2ccccc2o1)c1nc2ccccc2s1
 : 3.9%, -9.5%
> COc1ccccc1-c1nc(C#N)c(N2CCC(C(N)=O)CC2)o1
 : -0.1%, nt

Six entries from above, arranged by SMILES length, ascending:
Screens in order – Hsp70 displacement, MKP-3 inhibition
> Cc1n[nH]c(C)c1CCCCCOc1ccc(F)cc1
 : 5.0%, -1.7%
> Cc1c(C#N)c2ccccc2n1CC(=O)NCC1CCCO1 (stereo not given)
 : 4.7%, -15.0%
> CCc1ccc(NCCC(=O)c2ccc(Cl)c(Cl)c2)cc1
 : -1.0%, 0.3%
> COc1ccc(N=Cc2sccc2C)c([N+](=O)[O-])c1
 : 0.4%, -1.6%
> COc1ccccc1-c1nc(C#N)c(N2CCC(C(N)=O)CC2)o1
 : -0.1%, nt
> O=C(CSc1nc2ccccc2c(=O)n1-c1ccccc1)Nc1ccc(F)cc1
 : 4.8%, 4.4%

(further entries)
Screens in order – Hsp70 displacement, MKP-3 inhibition
> COc1cc(/C=N/NC(=O)c2sc(N)nc2C)ccc1O
 : -1.5%, 3.0%
> COc1ccccc1OCC(=O)NCc1ccc2c(c1)OCO2
 : -3.8%, -0.5%
> O=C(Nc1cc(Cl)c(Cl)cc1Cl)c1ccccc1[N+](=O)[O-]
 : -2.0%, 2.6%
> O=C(NCCOc1ccccc1F)c1ccc(Br)cc1
 : 10.4%, -0.3%
> COc1ccc(C2(C)SC(NC(C)=O)=NN2C(C)=O)cc1 (stereo not given)
 : -3.1%, -4.6%
> COc1ccc(Cl)cc1N1CC(c2nc3ccccc3[nH]2)CC1=O (stereo not given)
 : 3.5%, -3.4%
> N#C/C(=C/c1ccc(I)o1)C(=O)Nc1ccccc1Cl
 : 3.5%, -1.1%
> CC(C)OCCCNC(=O)c1ccncc1
 : -4.6%, 1.2%
> COc1ccc(Br)cc1C1CC(=O)N2CN(Cc3ccccc3)CSC2=C1C#N (stereo not given)
 : -10.7%, -12.6%
> Cc1nc(C)c(-c2csc(Nc3ccc(O)cc3)n2)s1
 : 2.4%, 5.4%
> CCOC(=O)C(C(=O)Nc1nc2ccccc2s1)C1CCCCC1 (stereo not given)
 : 1.8%, nt
> COC(=O)c1[nH]c2ccc(C)cc2c1NC(=O)C(C)N1CCN(C2CCCCC2)CC1 (stereo not given)
 : -0.2%, -3.2%
> CCN(CC)c1ccc2cc(C(=O)Nc3ccc(-n4cnnn4)c(OC)c3)c(=O)oc2c1
 : -5.6%, 3.6%
> Cc1ccc(C(C)C)c(OCC(=O)Nc2ccc3c(c2)nc(CN2CCCC2)n3C)c1
 : 6.5%, nt
> COc1cc(OC)c(-c2nc3sc4c(c3c(=O)[nH]2)CCCC4)cc1Br
 : 2.6%, 4.9%
> COc1cc(C(=O)NCCC(=O)NCCCN2CCCCC2C)cc(OC)c1OC (stereo not given)
 : -0.3%, -2.8%
> O=C(CCCSc1nc2sc3c(c2c(=O)[nH]1)CCCC3)NCCCO
 : 0.0%, -5.9%
> O=C1/C(=C\c2ccc(O)cc2)SC(=S)N1c1cccc(C(F)(F)F)c1
 : -10.0%, -0.1%
> CCC1=NC(c2ccc(OC)cc2)N(O)C1(C)C (stereo not given)
 : 3.2%, nt
> COC(=O)C1=CNC=C(C(=O)OC)C1c1ccc(Cl)cc1
 : 9.7%, -17.0%
> CC(OC(=O)CN(C)S(=O)(=O)c1ccc(Cl)cc1)C(=O)Nc1ncc(Cl)cc1Cl (stereo not given)
 : 6.9%, nt
> CCC(C)Cn1c(S(=O)(=O)O)nc2ccccc21 (stereo not given)
 : -1.2%, -1.3%
> CCOc1ccc(/C=N/N2CCN(c3ccccc3OC)CC2)cc1OC
 : 1.6%, -0.1%

From PubChem BioAssay
